D1 antag: blocks dopamine activation of the human D1 receptor | 360,000 compounds, 3.2% hits | P21728 | AID 504652 | HEK293 TREx D1 cells, calcium flux, dopamine EC80; active compounds read low | activity change, negative = inhibition, % at 10 µM; in the data active = activity change below about -30%; note: % is set by controls: 0 for no effect and ±100 for the full control effect
Target sequence (P21728 whole entry, looked up): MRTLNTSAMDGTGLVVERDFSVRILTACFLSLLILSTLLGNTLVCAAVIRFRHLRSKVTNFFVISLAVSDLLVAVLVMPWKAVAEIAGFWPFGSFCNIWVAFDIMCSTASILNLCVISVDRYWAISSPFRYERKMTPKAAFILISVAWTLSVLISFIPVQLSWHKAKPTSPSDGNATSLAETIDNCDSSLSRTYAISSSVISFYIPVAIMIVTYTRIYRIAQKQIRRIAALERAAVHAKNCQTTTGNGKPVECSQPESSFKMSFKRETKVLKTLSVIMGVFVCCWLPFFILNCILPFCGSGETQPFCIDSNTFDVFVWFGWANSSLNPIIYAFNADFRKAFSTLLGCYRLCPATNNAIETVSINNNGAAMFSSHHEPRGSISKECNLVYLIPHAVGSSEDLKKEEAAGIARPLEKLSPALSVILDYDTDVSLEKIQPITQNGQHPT
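Tetracycline-induced HEK293 Trex D1 cells, force-coupled to calcium, dye-loaded; compounds added and read 180 s, then EC80 dopamine added and calcium flux tracked kinetically another 180 s.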
D1 agonist: agonists of human D1 dopamine receptor; activation, % at 2 µM; AID 504660; HEK293 T-REx D1 cells, calcium flux, agonist mode; P21728; 360,000 compounds, 1% hits; in the data active = activation above about 30%; note: 0% is about no effect
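Tetracycline-induced HEK293 TREx D1 cells, force-coupled to calcium signalling, were dye-loaded with a no-wash calcium kit. Compound was pin-added after a 10 s baseline. Fluorescence was read kinetically at 1 cycle/s for 180 s, with calcium rises flagged as agonism.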
D2 potentiator: positive allosteric modulators of human D2 dopamine receptor | 340,000 compounds, 0.34% hits | potentiation, % at 10 µM | P14416 | HEK293 T-REx D2, calcium flux, EC20 dopamine potentiation;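 active = potentiation over 3 SD above the plate norm, cut at about 30% in these data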; note: 0% is about no effect
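Potentiation of an EC20 dopamine calcium response measured kinetically over 180 s, after a preceding 180 s compound-only read flagging agonists. Cells: inducible Hek293 Trex D2 line, 4000/well, cultured overnight at 30 C before dye loading.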
D2 agonist: activates the human D2 dopamine receptor; P14416; HEK293 T-REx D2 cells, calcium flux agonist mode; activation, % at 2 µM; 340,000 compounds, 0.53% hits; AID 485358;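 active = activation over 3 SD above normal in the single-dose calcium agonist read, cut at about 30% in these data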; note: 0% is about no effect
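Agonism is scored from calcium flux in a force-coupled, inducible HEK293 cell line expressing D2, read kinetically for 180 s after compound addition against dopamine controls.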
RXFP1 antag: RXFP1 (human) relaxin receptor antagonism. Q9HBX9. HEK293-RXFP1, relaxin-stimulated cAMP HTRF, 30 min; active compounds read low. activity change, negative = inhibition, % at 57.5 µM. 350,000 compounds, 0.59% hits. AID 1259400;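 active = activity change of -60% or lower, but not beyond a set lower limit; inconclusive = change between -60% and -40%, or beyond the set limit; inactive = change above -40%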; note: % is set by controls: 0 for no effect and ±100 for the full control effect
RXFP1 agonist: activates the human relaxin receptor RXFP1. Q9HBX9. HEK293T-RXFP1 cAMP TR-FRET, 30 min; response scale: percent of porcine relaxin response, buffer zero. Potency, µM (doses to about 57.5 µM), without a hit: at the top dose activation, usual class: activators. 370,000 compounds, 0.3% hits. AID 2676; active = well fitted activation curve with a large enough effect; inconclusive = small, poorly fitted or top-dose-only effect; note: potency is the fitted concentration of half-maximal effect; % is set by controls: 0 for no effect and ±100 for the full control effect; nearly all actives have a fitted effect of over 60% in size; many of its hits are not listed in these tables
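HEK293T cells stably expressing RXFP1 were pretreated with the PDE4 inhibitor Ro 20174, exposed to compounds for 30 min at 37C, lysed, and cAMP was read by TR-FRET. Data normalized to buffer (basal) and 29 nM porcine relaxin (100%).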
D2 antagonist: antagonists of human D2 dopamine receptor; P14416; HEK293 TREx D2 cells, calcium flux, dopamine EC80; inhibition, % at 10 µM; 340,000 compounds, 2% hits; AID 485344; in the data active = inhibition above about 30%; note: 0% is about no effect
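Cells plated overnight at 30 C with tetracycline; no-wash calcium dye, 30–90 min RT; 10 s baseline; compound pinned; 180 s read; EC80 dopamine added; another 180 s read.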
D1 PAM: potentiators of human D1 dopamine receptor | P21728 | 360,000 compounds, 0.036% hits | potentiation, % at 10 µM | HEK293 TREx D1 cells, calcium flux, dopamine EC20 potentiation; in the data active = potentiation above about 30%; note: 0% is about no effect
TRHR enhancer: allosteric enhancers of human TRH receptor | enhancement, % at 2 µM | TRHR cells, fluo-8 calcium fluorescence, EC20 TRH enhancement | P34981 | 360,000 compounds, 0.66% hits; in the data active = enhancement above about 30%; note: 0% is about no effect
Target sequence (P34981 whole entry, looked up): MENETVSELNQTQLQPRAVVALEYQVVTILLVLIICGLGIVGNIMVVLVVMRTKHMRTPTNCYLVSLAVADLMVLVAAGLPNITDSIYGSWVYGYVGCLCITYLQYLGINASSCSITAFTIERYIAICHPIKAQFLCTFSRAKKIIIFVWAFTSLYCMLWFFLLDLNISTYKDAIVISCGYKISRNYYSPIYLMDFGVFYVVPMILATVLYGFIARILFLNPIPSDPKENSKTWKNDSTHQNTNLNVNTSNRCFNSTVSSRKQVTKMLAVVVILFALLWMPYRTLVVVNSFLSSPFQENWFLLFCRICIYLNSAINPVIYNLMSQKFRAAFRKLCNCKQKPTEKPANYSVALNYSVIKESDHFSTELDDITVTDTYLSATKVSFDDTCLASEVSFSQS
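TRHR-expressing cells loaded with fluo-8 calcium dye were read kinetically (ex 480/em 530) during compound addition, then stimulated with an EC20 of TRH (10 nM final). Enhancement of the Gq-mediated intracellular calcium response was scored.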
The depositor's hits bear a star; ? = inconclusive; / = not tested or not shown. A portion of the library (hit frequency here may not be typical).

Sample of the layout:
SMILES | D1 antag | D1 agonist | D2 potentiator | D2 agonist | RXFP1 antag | RXFP1 agonist | D2 antagonist | D1 PAM | TRHR enhancer
CC1NC2(C(=O)N(Cc3ccccc3)c3ccccc32)C2C(=O)N(c3ccccc3)C(=O)C12 (stereo not drawn) | 11 | -2 | 7 | -0.3 | / | 2.7% | 1 | 7 | -2
Cc1ccn2cc(CCNS(=O)(=O)c3ccc4c(c3)OCCO4)nc2c1 | 0 | 0 | 7 | 0.0 | -7 | 1.1% | -23 | 4 | 4
CCOc1ccccc1CNC(=O)c1ccc2nc(N3CCOCC3)sc2c1 | 9 | 1 | -2 | 0.0 | / | 0.5% | -11 | 1 | 21
COc1ccc(-n2nnnc2SCC(=O)Nc2ccc(OC)cc2OC)cc1 | 15 | 4 | -3 | 1.2 | 6 | -0.7% | 13 | 2 | 5

The whole of this part, from the start:
SMILES | D1 antag | D1 agonist | D2 potentiator | D2 agonist | RXFP1 antag | RXFP1 agonist | D2 antagonist | D1 PAM | TRHR enhancer
CC1NC2(C(=O)N(Cc3ccccc3)c3ccccc32)C2C(=O)N(c3ccccc3)C(=O)C12 (stereo not drawn) | 11 | -2 | 7 | -0.3 | / | 2.7% | 1 | 7 | -2
Cc1ccn2cc(CCNS(=O)(=O)c3ccc4c(c3)OCCO4)nc2c1 | 0 | 0 | 7 | 0.0 | -7 | 1.1% | -23 | 4 | 4
CCOc1ccccc1CNC(=O)c1ccc2nc(N3CCOCC3)sc2c1 | 9 | 1 | -2 | 0.0 | / | 0.5% | -11 | 1 | 21
COc1ccc(-n2nnnc2SCC(=O)Nc2ccc(OC)cc2OC)cc1 | 15 | 4 | -3 | 1.2 | 6 | -0.7% | 13 | 2 | 5
O=C(CN1C(=O)COc2ccc(Cl)cc21)Nc1nccs1 | -6 | 3 | 3 | -0.5 | -8 | 0.9% | 0 | 0 | -5
CCCOP(=O)(c1ccc(N(C)C)cc1)C(O)c1c(Cl)cccc1Cl (stereo not drawn) | 3 | 0 | 9 | -0.2 | -3 | -2.2% | -12 | 0 | 4
Cc1cc(C)n(C(=O)CNC(=O)c2cccs2)n1 | -6 | 1 | -7 | 0.7 | -3 | 0.8% | -7 | 2 | 37*
CCOc1ccc(Cc2n[nH]c(=S)n2Cc2ccccc2)cc1 | -7 | 0 | 15 | -0.9 | 3 | -1.3% | -1 | 1 | 0
COc1ccc(CC(=O)Nc2ccc(-c3nc4cc(C)ccc4o3)c(O)c2)cc1OC | 3 | 5 | 2 | -0.5 | 4 | ? | 0 | 0 | -3
Cc1c(O)c(CN2CCCCC2)cc2c1oc(=O)c1ccccc12 | -10 | -1 | -13 | -1.4 | 2 | 0.2% | 66* | 2 | 1
Nc1ncnc2nc(Sc3ccc(Cl)cc3)[nH]c12 | -1 | 3 | -7 | 1.2 | -1 | 2.4% | 6 | 0 | -3
COC(=O)c1ccc(N=Nc2c(C)[nH]n(-c3ccccc3)c2=O)cc1 | -3 | 4 | -4 | 0.1 | 11 | 2.1% | -6 | -6 | -2
O=C(CSc1nnc2scc(-c3ccccc3)n12)N1CCN(Cc2ccccc2)CC1 | 12 | 0 | -10 | -0.5 | -2 | 0.3% | 3 | -5 | 39*
Cc1ccc(NC(=O)C(Cc2ccccc2)NS(=O)(=O)c2ccc3c(c2)CCC(=O)N3)cc1 (stereo not drawn) | -2 | 3 | -4 | 1.2 | / | 1.4% | / | 0 | 10
CC(C)(C)NC(=O)c1cnn(-c2ccccc2)c1C1CCN(C(=O)OC(C)(C)C)CC1 | 26 | 0 | -11 | 0.3 | -3 | -1.3% | / | 3 | 6
Cc1ccc(C(=O)N2CC=C(c3ccccc3)CC2)s1 | 4 | 3 | -32 | -0.4 | -6 | 1.2% | -5 | 3 | 1
COC(=O)C(Cc1ccccc1)NC(=O)C(CC(C)C)NC(=O)OC(C)(C)C (stereo not drawn) | 0 | -1 | 12 | 1.4 | 9 | 1.0% | 1 | -6 | -4
CC(=O)NC(=S)Nc1ccc(NC(=S)NC(=O)c2cccs2)cc1 | 3 | 1 | / | / | 10 | -2.1% | / | -9 | 11
CCn1cc(C(=O)N(C)c2cc(C)ccc2C)c2cc(OC)c(OC)cc2c1=O | -34* | 2 | 18 | -0.7 | / | 3.3% | / | 3 | 6
Cc1cc(OCC(=O)c2ccc(F)cc2)ccc1N1C(=O)CCC1=O | -9 | 2 | -7 | -0.1 | -1 | 2.1% | -12 | -4 | 29
Cc1ccc2nnnc(-c3ccccc3)c2c1 | 7 | 0 | 0 | 2.0 | 1 | 5.2% | 6 | -4 | -4
COc1ccc(C(=O)O)cc1S(=O)(=O)Nc1cccc(C(F)(F)F)c1 | -1 | 2 | 10 | 1.2 | 3 | 0.3% | -11 | -2 | 1
CCc1cccc(OCC(=O)Nc2cc(S(=O)(=O)N3CCOCC3)ccc2N2CCCC2)c1 | -5 | 0 | -3 | 0.1 | 6 | 0.2% | 5 | -3 | -7
C=C(C)CSc1nc2sc3c(c2c(=O)n1-c1ccc(C)cc1)CCN(C)C3 | 3 | 1 | 7 | -2.3 | -15 | 1.7% | 0 | 0 | 8
O=C(Cc1ccccc1)Nc1ccc(NC(=O)c2cccc(Cl)c2)cc1 | -4 | 2 | 4 | 0.5 | -10 | 0.3% | 11 | -10 | 4
Cc1cc(C)cc(NC(=S)N(CCN(C)C)C(C)c2cccnc2)c1 (stereo not drawn) | 10 | 2 | 2 | -0.4 | 0 | -0.3% | 10 | 6 | 2
COc1cc(NC(=O)c2ccnc(N)c2)cc(C(=O)Nc2cccc(C(F)(F)F)c2)c1 | 15 | 0 | -13 | 0.4 | / | -0.1% | -28 | -6 | 3
COC(=O)c1ccccc1NC(=O)C1=C(C)C(=O)OC12CCC(C)CC2 (stereo not drawn) | -1 | 1 | -1 | 0.1 | -18 | -0.9% | / | -3 | -1
O=C(COc1ccc(CO)cc1Cl)Nc1ccc(F)cc1 | -4 | 11 | -2 | 0.3 | 0 | -2.5% | -11 | 6 | 3
Cc1cccc(NC(=O)NNC(=O)c2c(Cl)c(C)nn2C)c1 | -1 | 4 | 10 | 2.2 | -4 | 0.7% | 11 | -1 | -4
O=c1c2ccccc2nc(-c2cccc(Cl)c2)n1O | -1 | 2 | -2 | -0.5 | -7 | 0.6% | -5 | -1 | 1
O=[N+]([O-])c1cccc(/C=C/c2nc[nH]c2[N+](=O)[O-])c1 | -4 | 2 | -5 | 0.6 | 0 | 1.8% | -7 | -5 | -8
CC(C)(C)C1CCc2onc(C(=O)Nc3ccc(F)cc3F)c2C1 (stereo not drawn) | 0 | 3 | -5 | 0.2 | -14 | 1.2% | -9 | 2 | -1
CCOC(=O)c1c(C)oc2ncnc(N3CCN(c4ccccc4F)CC3)c12 | 13 | 2 | -3 | -0.1 | -30 | 2.3% | / | -4 | -2
CC(=O)N1CCCc2cc(S(=O)(=O)N3CCC(C(=O)NC4CCCCC4)CC3)ccc21 | 0 | 0 | -4 | / | -6 | -0.8% | / | -3 | 1
CCCCOC(=O)c1ccc(NC(=O)Cc2coc3ccc(C(C)C)cc23)cc1 | -5 | 19 | 12 | 2.2 | -19 | -3.1% | / | -2 | 2
Cc1cc2oc(=O)cc(CN3CCN(Cc4ccccc4)CC3)c2cc1C | -17 | 0 | 3 | -1.0 | 7 | 3.8% | -9 | -2 | 29
CCOc1ccc(-c2cc(C)n3nc(C(=O)Nc4cc(Cl)ccc4O)cc3n2)cc1 | 8 | -2 | 5 | 0.2 | / | -0.9% | / | 4 | 1
COc1cc(CN2CCSCC2)cc(OC)c1OC | 4 | 2 | -3 | 0.7 | -2 | -1.4% | 5 | 11 | -11
Cn1c(CNS(=O)(=O)c2ccc(Cl)cc2)n[nH]c1=S | -14 | 3 | -6 | -0.8 | -11 | -0.5% | -1 | -4 | -17
COC(=O)[C@@H](NC(=O)Nc1ccc(S(N)(=O)=O)cc1)C(C)C | 8 | 8 | -22 | 69* | -4 | -0.6% | 3 | 2 | -2
O=C(CSc1nc(=O)n(Cc2ccco2)c2c1CCC2)NCc1ccc(Cl)cc1 | / | 1 | / | 0.2 | / | 3.6% | / | 8 | -7
COC(=O)c1cc(OC)c(OC)cc1NC(=O)Nc1ccccc1OC | -8 | 0 | -2 | 0.8 | -12 | 1.5% | 3 | 0 | -4
COc1nc(N(C)C)nc(N(C#N)S(=O)(=O)c2ccc(C)cc2)n1 | -8 | 5 | 6 | -0.1 | -23 | -2.0% | 1 | -3 | -1
CCCCCn1c(=O)c2ccccc2n2c(CCl)nnc12 | -5 | 3 | -7 | -0.4 | -15 | 13% | 4 | 6 | 4
O=C(NCc1cccnc1)c1ccc(COc2ccc3c(c2)CCC3)o1 | -21 | 7 | 0 | -1.3 | -27 | 0.6% | -12 | -6 | -1
Clc1cc(Cl)c(OCCCCn2cncn2)c(Cl)c1 | -15 | 0 | 1 | 0.7 | -2 | -1.7% | -4 | -8 | 1
CCC(=O)N(CCC(c1ccco1)c1ccccc1OC)Cc1cccs1 (stereo not drawn) | -3 | 1 | / | / | -13 | -0.3% | / | -5 | 0
CCN(CC)c1ccc(S(=O)(=O)Nc2cc(Cl)ccc2Cl)cc1NC(=S)NC(=O)C1CCCC1 | -32* | 2 | 14 | -1.1 | ? | 0.7% | 0 | -5 | -4
CCN(CC)c1cc(C)nc2nc(-c3ccc(C)cc3)nn12 | -15 | 4 | -7 | -1.4 | / | 0.4% | / | 0 | 9
(list continues)
SMILES | D1 antag | D1 agonist | D2 potentiator | D2 agonist | RXFP1 antag | RXFP1 agonist | D2 antagonist | D1 PAM | TRHR enhancer
O=C(c1cc2ccccc2o1)c1nc2c(n1O)CCCCC2 | -27 | -1 | 5 | 1.1 | 8 | 1.7% | -1 | -3 | 3
Cc1ccc(-c2nn(-c3ccccc3)cc2/C=N/O)cc1 | -1 | 58* | 20 | 0.0 | -64* | 5.7% | -20 | 38* | 5
O=C(COC(=O)COc1ccc(Cl)cc1Br)NC1CCCCCC1 | 1 | 13 | 4 | -0.7 | -4 | -0.2% | 21 | / | -2
O=C(CCNS(=O)(=O)c1ccccc1C(F)(F)F)N1CCN(c2ccccc2O)CC1 | -9 | 4 | -1 | 2.8 | -3 | 0.4% | 5 | -4 | 4
CCOCCCNC(=S)Nc1cc(C)cc(C)c1 | -11 | 7 | -12 | 0.2 | -1 | -0.3% | 8 | 0 | 0
Cc1cccc(NC(=O)CSc2nc3ccccc3o2)c1 | -19 | 5 | 7 | -0.2 | 2 | -1.1% | -10 | -9 | 0
O=C(Oc1ccccc1)N1CCOCC1 | 1 | 0 | 6 | -0.4 | -2 | 1.7% | -2 | -6 | 4
COc1ccc(-c2noc3c2-c2nc(-c4cccc(C)c4)sc2CC3)cc1 | 4 | 5 | 8 | -0.8 | / | -2.1% | -1 | 0 | 2
CNCc1c(OCc2ccccc2F)ccc2ccccc12 | -81* | 39* | -22 | -0.2 | -23 | -0.8% | 78* | -3 | -1

Bioassay records deposited in PubChem BioAssay by National Center for Advancing Translational Sciences (NCATS).
